Bioassay records (PubChem BioAssay)
Mdm2 MdmX PPI: disrupts the human Mdm2-MdmX interaction; O15151+Q00987; 330,000 compounds, 3% hits; inhibition, % at 8 µM; SaOS-2 split-luciferase Mdm2/MdmX complementation, luminescence; AID 485346;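 active = inhibition of at least 50% at 8 µM in the primary screen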
Target sequence (O15151 whole entry, looked up): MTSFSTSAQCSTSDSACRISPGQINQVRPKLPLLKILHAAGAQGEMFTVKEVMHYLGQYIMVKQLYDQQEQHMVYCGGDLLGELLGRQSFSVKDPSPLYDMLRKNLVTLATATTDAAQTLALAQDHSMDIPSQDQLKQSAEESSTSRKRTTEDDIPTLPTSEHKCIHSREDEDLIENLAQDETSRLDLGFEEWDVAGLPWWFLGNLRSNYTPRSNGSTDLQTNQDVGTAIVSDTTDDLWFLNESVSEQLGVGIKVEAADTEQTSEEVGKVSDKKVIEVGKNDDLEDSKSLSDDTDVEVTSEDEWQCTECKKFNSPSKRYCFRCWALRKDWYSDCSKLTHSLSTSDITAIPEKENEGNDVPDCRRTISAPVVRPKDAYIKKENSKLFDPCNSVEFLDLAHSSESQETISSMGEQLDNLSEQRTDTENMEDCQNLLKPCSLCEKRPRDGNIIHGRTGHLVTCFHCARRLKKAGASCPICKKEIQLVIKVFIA
Target sequence (Q00987 whole entry, looked up): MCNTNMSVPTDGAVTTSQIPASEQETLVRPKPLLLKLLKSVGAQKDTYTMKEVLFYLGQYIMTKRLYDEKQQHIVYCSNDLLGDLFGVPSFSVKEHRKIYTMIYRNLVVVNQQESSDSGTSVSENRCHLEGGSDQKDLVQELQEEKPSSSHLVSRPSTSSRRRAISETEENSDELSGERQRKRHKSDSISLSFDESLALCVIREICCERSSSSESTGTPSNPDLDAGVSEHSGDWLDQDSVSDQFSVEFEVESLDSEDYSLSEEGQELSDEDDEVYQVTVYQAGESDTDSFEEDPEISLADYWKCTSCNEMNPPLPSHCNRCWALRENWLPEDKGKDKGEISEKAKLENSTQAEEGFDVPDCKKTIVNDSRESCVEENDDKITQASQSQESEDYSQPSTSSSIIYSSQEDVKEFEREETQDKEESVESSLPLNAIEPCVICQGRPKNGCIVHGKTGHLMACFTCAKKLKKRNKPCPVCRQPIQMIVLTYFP
XBP1 UPR activ: activators of adaptive arm of unfolded protein response (XBP1); AID 463104; activation, % at 20 µM; 330,000 compounds, 0.33% hits; CHO-XBP1 luciferase reporter, IRE1-XBP1 UPR activation, luminescence; percent of tunicamycin response, DMSO as zero;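 active = versus positive control, 20 µM dose yields 30% or more activation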;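 also: 100% = tunicamycin at 10 µg/mL and 0% = DMSO only wells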
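Signal: luciferase luminescence; Assay system: CHO-XBP1 luciferase reporter cells; Amount: one thousand reporter cells per well; Dosing: 20 µM single concentration, DMSO 1%; Benchmarks: high control tunicamycin 10 µg/mL final, low control DMSO vehicle only; Schedule: 6 h compound exposure at 37 °C, 5% CO2; Evaluation: percent activation relative to tunicamycin reference.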
tim23-1 inh: growth inhibitors of tim23-1 mutant yeast; S. cerevisiae tim23-1 growth, BacTiter-Glo luminescence, 24 h; inhibition, % at 20 µM; 330,000 compounds, 1.3% hits;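 active = growth inhibition of the mutant yeast at or above 50%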;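 also: temperature-sensitive mutant grown at 25 °C; plate controls were DMSO-treated mutant yeast for no effect and medium wells lacking yeast for full effect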
APJ agonist: APJ receptor agonism; 330,000 compounds, 0.11% hits; P35414; activation, % at 20 µM; CHO-K1 APJ PathHunter beta-arrestin, luminescence; 0% DMSO wells, 100% apelin;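 active = activation more than six SD over the plate average, tested at 20 µM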;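 also: 0% = DMSO alone and 100% = apelin-13 at 10 nM; some results filed as inactive read as strong as hits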
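Material: engineered CHO-K1 APJ arrestin reporter cells; amount: 1000 CHO-K1 reporter cells seeded per well; incubation: compound stimulation 90 min at 25 °C, detection 60 min; signal: luminescent beta-gal fragment complementation, chemiluminescent substrate; read-out basis: APJ agonist activity; controls: DMSO-only wells as negative, 10 nM Apelin-13 as positive control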
Jurkat NFkB inh: lowers PMA/ionomycin-induced NF-kB signal in Jurkat cells; PMA/ionomycin-induced NF-kB luciferase reporter, luminescence; 330,000 compounds, 0.53% hits; inhibition, % at 4 µM; AID 435003; in the data active = inhibition above about 50%
697 NFkB inh: inhibitors of the PMA/ionomycin-induced NF-kB reporter in 697 B cells. 697 B-cell NF-kB luciferase reporter, 16 h. 330,000 compounds, 0.33% hits. AID 435022. inhibition, % at 4 µM; in the data active = inhibition above about 35%
APJ antag: blocks the human apelin receptor APJ. CHO-K1 APJ beta-arrestin complementation, luminescence. inhibition, % at 20 µM. P35414. 330,000 compounds, 0.32% hits. AID 2521;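 active = inhibition above about 40% at 20 µM, limit read from the data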;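 also: cells challenged with 10 nM apelin-13 agonist together with compound; plate controls were apelin-13 plus DMSO wells for no effect and DMSO wells lacking apelin-13 for full effect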
CHOP UPR activ: activators of apoptotic arm of unfolded protein response (CHOP); CHO-CHOP luciferase reporter, UPR activation, luminescence; percent of tunicamycin response over DMSO baseline; activation, % at 10 µM; 330,000 compounds, 0.34% hits;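 active = at 10 µM dose, activation of 40% or more, normalized to positive control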;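 also: 100% = tunicamycin at 10 µg/mL and 0% = DMSO alone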
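Test system: CHO CHOP reporter cells. Input: 500 CHO-CHOP cells per well. Medium: F12 with 10% FBS. Technique: luciferase luminescence. Measure: percent activation relative to tunicamycin control. Dosing: 10 µM compound, 0.5% DMSO. Timing: 16-18 h cell attachment, then 6 h compound exposure, 37 °C.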
An asterisk follows results filed as active.

mol,Mdm2 MdmX PPI,XBP1 UPR activ,tim23-1 inh,APJ agonist,Jurkat NFkB inh,697 NFkB inh,APJ antag,CHOP UPR activ
S=c1[nH]nc(Cc2cccc3ccccc23)o1,-9.8,0.1,-0.9,-0.1,3.5,14.3,-10.5,-0.8
S=c1[nH]nc(C2CC2)n1Cc1ccccc1,-35.3,-3.5,23.3,0.0,-8.9,13.4,3.4,-1.1
COc1ccc(CN2Cc3cccc4c3[C@@H](CC2=O)[C@H](O)[C@H](O)C4)cc1,6.2,1.7,2.9,-4.9,2.4,5.9,-11.4,-2.0
Cc1ccc(C)c(N2CCN(C(=O)C3CCCN(S(=O)(=O)c4c(C)[nH]c(=O)[nH]c4=O)C3)CC2)c1 (centres undefined),12.9,-3.4,2.2,2.5,3.8,10.5,-5.6,-1.4
CCCc1[nH]nc2c1C(c1ccc(OC(=O)c3ccco3)cc1)C(C#N)=C(N)O2 (centres undefined),-10.3,-0.2,-11.4,0.0,9.4,20.2,-2.2,1.2
COc1ccc(Cl)cc1N1CCN(CCNC(=O)Nc2ccccc2C)CC1,7.1,2.0,19.9,-2.2,-1.1,5.3,5.6,-1.0
CCCCCCn1c(CN2CCN(C)CC2)nc2c1c(=O)n(C)c(=O)n2C,-16.4,-0.7,-17.6,1.9,-10.9,-14.6,12.0,-0.5
COc1ccccc1OCC(=O)Nc1ccc(S(=O)(=O)Nc2nccs2)cc1,-5.0,4.1,-2.0,-1.0,10.8,2.3,-9.3,-0.6
Cc1cc(NC(=O)Cc2cccs2)nn1CC(=O)NCc1ccco1,-9.4,-0.1,-6.9,1.2,-4.7,-2.9,10.1,-0.7
CC(C)CCOc1ccc(C(=O)N2CCN(c3ncccn3)CC2)cc1,5.7,-3.9,37.6,-0.2,-10.6,-3.4,4.2,1.9
CC(=O)NC(N(C#N)c1nc(Cl)nc(N(C)C)n1)C(Cl)(Cl)Cl (centres undefined),11.1,-0.9,13.4,-3.3,5.5,5.7,8.8,1.3
COc1cccc(/C=N/NC(=O)C[n+]2ccccc2)c1O,2.7,-2.1,4.0,-0.9,5.5,11.5,-9.0,0.1
CN(Cc1ccccc1)C(=O)c1nn2cccnc2c1Cl,15.4,-1.3,5.1,-5.0,8.3,-5.6,20.6,0.1
COc1ccc(Cl)cc1Nc1cc(C)nc2ccccc12,23.7,-0.5,18.8,-1.3,54.1*,-29.0,-12.9,1.5
CN(C(=O)c1ccccn1)C1(C(=O)NC2CCCCC2)CCCCC1,24.7,-1.6,12.2,-1.8,1.3,-3.9,20.7,-0.4
C=CCNCCCCOc1ccc(Br)cc1C,22.3,0.5,21.2,0.8,-12.4,-15.9,-14.3,2.1
N#CCCN(C(=O)CO/N=C/c1cccc([N+](=O)[O-])c1)c1ccccc1,-1.3,1.2,4.3,-4.5,-10.2,8.4,-3.1,0.1
CC(C)c1nc2sc(C(=O)O)c(N)c2c2c1CCCC2,10.6,2.5,24.5,-2.3,-9.1,2.8,-22.3,1.4
O=C(N/N=C/c1cccnc1)c1cc(-c2ccccc2Cl)nc2ccccc12,29.1,-5.2,-7.4,3.0,13.1,23.1,11.0,0.0
O=C(CN1C(=O)NC2(CCCCCC2)C1=O)NCc1ccc(Cl)cc1,-16.6,0.3,10.4,-4.4,7.9,1.7,-8.9,-0.4
Cc1cc(C)cc(C(=O)N2CCN(c3ccccn3)CC2)c1,-13.8,5.5,12.4,-2.4,7.8,-4.5,6.8,9.0
COC(=O)N/N=C\C=C\c1ccc2c(c1)OCO2,-6.7,-3.3,6.8,-0.6,-28.6,-19.4,10.8,4.0
O=C(Nc1ccnn1C1CCN(Cc2cccnc2)CC1)c1ccccc1Cl,2.2,0.2,4.2,-6.7,4.6,-9.0,-11.2,-1.2
CC1CCCN(C(=O)COc2ccc(NC(=O)c3cccs3)cc2)C1 (centres undefined),11.1,-2.6,16.7,-2.1,-9.5,-3.4,-16.2,1.2
O=C(CN1CCCCCC1)Nc1ccc(Cl)cn1,8.2,-3.9,-9.0,-1.2,-15.2,-11.5,2.4,-0.5
COc1cccc(NC(=O)CCc2nnc3ccc(N4CCC(C)CC4)nn23)c1,6.2,-3.9,9.1,5.3,-0.9,-4.6,-4.9,-0.7
COc1ccc(CN(C)C(C)C(=O)Nc2ccc([N+](=O)[O-])cc2Cl)cc1OC (centres undefined),21.2,-1.9,10.7,-0.9,3.5,-17.1,6.3,-0.9
Cc1ccc(Oc2nc(-c3ccccc3)ncc2S(=O)(=O)c2ccc(C)cc2)cc1,19.6,1.3,-9.8,-7.9,-2.0,0.3,4.0,-2.2
COCCCN(C(=O)c1cccnc1SC)c1c(N)n(Cc2ccccc2)c(=O)[nH]c1=O,-15.4,-4.2,4.4,-1.5,-8.1,5.5,-17.4,2.4
CC(=O)Nc1ccc(S(=O)(=O)NC2=NCN(C)CN2)cc1,3.6,-2.2,15.7,-1.8,-12.5,-18.9,25.0,-1.2
CCCCn1c(NCc2ccncc2)nc2ccccc21,4.0,-1.0,-4.5,-1.3,21.5,-3.1,-2.9,-1.3
CCOc1ccc2c(c1)C(c1ccc(C)cc1)=NNC(c1ccc(OC)cc1)=N2,-1.7,-1.9,27.7,-3.5,-4.2,-30.0,12.7,2.1
COc1ccc2nc3sc(C(=O)NCCN4CCc5ccccc5C4)cc3cc2c1,2.7,1.9,38.6,-3.2,-57.4,-5.7,5.3,5.9
O=C(Cn1ncc2c3ccccc3n(Cc3ccc(F)cc3)c2c1=O)N1CCN(c2ncccn2)CC1,37.7,0.5,23.6,-6.3,0.1,1.1,2.8,3.3
CCNc1nc(Oc2ccc(C(=O)OC)cc2)nc(N(C)C)n1,2.7,-1.0,16.6,-2.0,2.2,5.6,3.0,-0.4
COc1ccc(N2CCN(C(=O)c3cccnc3SCc3cccc(Br)c3)CC2)cc1,-12.0,2.9,30.2,-3.1,6.0,4.8,-4.0,0.2
COc1cc(C(=O)NCCC(=O)NCCN2CCOCC2)cc(OC)c1OC,3.2,-1.4,-1.9,-4.1,-0.8,16.2,-10.8,-1.2
CCc1cc2c(SCC(=O)O)ncnc2s1,2.0,-1.0,2.5,-3.3,-3.9,9.4,-0.2,-1.7
O=C(CN1CCN(C(=O)c2c(F)cccc2F)CC1)Nc1ccccc1F,-8.0,-2.5,-4.8,1.7,3.4,-17.3,13.7,1.7
O=C(NC(C(=O)N/N=C/c1c2ccccc2cc2ccccc12)c1n[nH]c(=O)c2ccccc12)c1ccccc1 (centres undefined),24.9,-4.9,14.7,6.7,-12.9,-2.4,14.7,-2.3
CCN(CC)c1ccc(NC(=O)COc2ccccc2C#N)cc1S(=O)(=O)Nc1ccccc1OC,-6.2,0.4,22.3,-6.0,-2.6,0.8,-7.1,-0.6
Cc1ccc(OCC(=O)Nc2ccc3c(c2)C(=O)N(CCC(=O)O)C3=O)cc1,2.2,-0.6,8.9,-3.9,0.3,12.3,12.0,-0.2
Cc1nc(C)c(C(=O)Nc2ccc(Oc3ccccc3)cc2)o1,3.9,0.4,27.3,4.1,0.6,-24.0,6.7,1.3
Cc1nn(CCOc2cccc(Br)c2)c(C)c1[N+](=O)[O-],-6.2,-0.7,3.8,-3.1,-2.3,10.7,-8.9,0.7
NNS(=O)(=O)c1ccc2c(c1)Cc1cc(S(=O)(=O)NN)ccc1-2,6.0,1.7,15.9,-2.9,-12.0,14.3,17.8,1.0

Exported field by field: part of the list above
> O=C(NC(C(=O)N/N=C/c1c2ccccc2cc2ccccc12)c1n[nH]c(=O)c2ccccc12)c1ccccc1 (centres undefined)
  Mdm2 MdmX PPI: 24.9	XBP1 UPR activ: -4.9	tim23-1 inh: 14.7	APJ agonist: 6.7	Jurkat NFkB inh: -12.9	697 NFkB inh: -2.4	APJ antag: 14.7	CHOP UPR activ: -2.3

> CCN(CC)c1ccc(NC(=O)COc2ccccc2C#N)cc1S(=O)(=O)Nc1ccccc1OC
  Mdm2 MdmX PPI: -6.2	XBP1 UPR activ: 0.4	tim23-1 inh: 22.3	APJ agonist: -6.0	Jurkat NFkB inh: -2.6	697 NFkB inh: 0.8	APJ antag: -7.1	CHOP UPR activ: -0.6

> Cc1ccc(OCC(=O)Nc2ccc3c(c2)C(=O)N(CCC(=O)O)C3=O)cc1
  Mdm2 MdmX PPI: 2.2	XBP1 UPR activ: -0.6	tim23-1 inh: 8.9	APJ agonist: -3.9	Jurkat NFkB inh: 0.3	697 NFkB inh: 12.3	APJ antag: 12.0	CHOP UPR activ: -0.2

> Cc1nc(C)c(C(=O)Nc2ccc(Oc3ccccc3)cc2)o1
  Mdm2 MdmX PPI: 3.9	XBP1 UPR activ: 0.4	tim23-1 inh: 27.3	APJ agonist: 4.1	Jurkat NFkB inh: 0.6	697 NFkB inh: -24.0	APJ antag: 6.7	CHOP UPR activ: 1.3

Additional entries
mol,Mdm2 MdmX PPI,XBP1 UPR activ,tim23-1 inh,APJ agonist,Jurkat NFkB inh,697 NFkB inh,APJ antag,CHOP UPR activ
CC/C(=N\N=C(/CC)c1ccccc1N)c1ccccc1N,-13.9,-0.2,11.8,-2.3,14.7,-1.0,12.5,5.0
Cc1nc(Cl)sc1C(=O)NC(C)c1ccc(Cl)cc1 (centres undefined),2.9,-1.1,-17.1,-2.1,6.7,3.3,-18.6,0.4
C/C(=N\NC(=O)C1(C)CC1(Br)Br)c1ccc([N+](=O)[O-])cc1 (centres undefined),15.7,4.1,16.4,-0.2,-1.0,-16.7,5.7,-2.1
COc1ccc(/C=C/C(=O)CCC(=O)O)cc1,5.1,-0.3,-1.5,-1.8,11.7,-15.5,-8.7,-0.5
O=C(NCC1(O)CCCCC1)C1CCC(=O)N(CCc2ccccc2)C1 (centres undefined),8.1,-4.0,-5.8,-1.3,-6.0,-8.3,6.4,2.0
O=C(O)[C@H](Cc1ccccc1)NC(=O)N1CCCCCC1,-4.6,-3.0,-1.0,-3.7,10.1,-5.8,8.7,-0.4
Cc1cc(C)cc(C(=O)NCC(=O)OCC(=O)N2CCN(S(=O)(=O)c3ccc4ccccc4c3)CC2)c1,8.3,-3.1,3.4,-2.6,-7.1,2.0,-27.0,1.0
COc1nnc(-c2ccc(C)c(S(=O)(=O)NCCO)c2)c2ccccc12,22.1,-2.6,2.4,-3.1,18.2,12.9,15.3,-0.6
COC(=O)C1=C(C)N(C(C)C)C(=O)C1(NC(=O)C1CCCCC1)C(F)(F)F (centres undefined),-8.0,-0.6,2.0,-3.9,1.2,12.5,-1.7,-0.8
CCN1CCN(C(=S)NC(=O)/C=C/c2cccs2)CC1,14.1,-2.4,-5.3,-0.6,-2.0,9.7,7.5,-1.2
CCSc1nnc(NC(=O)CSc2nnc(CNC(=O)c3ccc(OC)cc3)o2)s1,-7.7,0.8,-18.6,-2.7,-1.0,10.6,-2.6,3.2
CCCNC(=O)CSc1nc2ccc(OCC)cc2s1,9.5,5.3,7.3,-1.8,-6.4,8.3,-22.4,0.7
CCC1CCCCN1CCCNC(=O)Cn1nc(-c2ccccc2)ccc1=O (centres undefined),5.1,5.0,2.6,6.0,-11.5,-33.4,-6.8,-0.2
Cc1ccc([N+](=O)[O-])cc1NC(=O)C(Sc1ccccc1)c1ccccc1 (centres undefined),-11.5,-1.2,11.4,0.8,15.6,-11.3,5.5,-1.8
Cc1ccc(S(=O)(=O)n2ccc(=O)[nH]2)cc1,15.6,-1.5,4.3,-4.6,2.7,9.3,-22.1,0.2
CC(C)c1nnc(NC(=O)CCC(=O)N2CCN(Cc3ccccc3)CC2)s1,18.9,-3.3,1.4,-3.3,-2.6,-11.5,17.9,-1.4
NC(=O)c1c(C(F)(F)F)cc(-c2ccccc2)nc1NCCO,2.3,-1.1,33.6,0.8,15.0,9.7,11.9,-1.2
